# Compound activity deposited in PubChem BioAssay by Sanford-Burnham Center for Chemical Genomics.
# TIM10 inh: growth inhibitors of TIM10 yeast strain; S. cerevisiae TIM10 strain growth, BacTiter-Glo luminescence, 24 h; inhibition, % at 10 µM; actives 1.4% (n = 330,000); AID 463195;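 active = inhibition of 40% or more at the single tested concentration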;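 note: wild-type TIM10 isogenic control strain grown at permissive 25 °C; 0% = DMSO yeast wells and 100% = minimal medium wells without yeast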
# APJ antag: blocks the human apelin receptor APJ; P35414; actives 0.32% (n = 330,000); CHO-K1 APJ beta-arrestin complementation, luminescence; inhibition, % at 20 µM;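 active = inhibition above about 40% at 20 µM, limit read from the data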;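 note: cells challenged with 10 nM apelin-13 agonist together with compound; plate controls were apelin-13 plus DMSO wells for no effect and DMSO wells lacking apelin-13 for full effect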
# Target sequence (P35414 whole entry, looked up): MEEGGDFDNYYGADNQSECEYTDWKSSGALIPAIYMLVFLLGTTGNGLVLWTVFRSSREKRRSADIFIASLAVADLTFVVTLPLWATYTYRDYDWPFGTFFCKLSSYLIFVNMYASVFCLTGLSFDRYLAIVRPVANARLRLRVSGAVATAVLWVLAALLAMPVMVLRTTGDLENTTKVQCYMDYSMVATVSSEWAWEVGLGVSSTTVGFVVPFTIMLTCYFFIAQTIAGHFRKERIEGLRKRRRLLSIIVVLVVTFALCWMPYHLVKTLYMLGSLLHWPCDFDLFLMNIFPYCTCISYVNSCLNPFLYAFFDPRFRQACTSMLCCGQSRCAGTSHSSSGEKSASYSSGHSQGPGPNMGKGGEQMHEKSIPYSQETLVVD
# tim10-1 inh: growth inhibitors of tim10-1 mutant yeast; S. cerevisiae tim10-1 ts strain growth, BacTiter-Glo, 24 h; AID 463190; inhibition, % at 20 µM; actives 2.2% (n = 330,000);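 active = inhibition of at least 40%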;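 note: mutant grown at 25 °C; 0% = DMSO wells with yeast and 100% = wells holding no yeast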
# Mdm2-MdmX inh: human Mdm2/MdmX binding inhibition; AID 485346; inhibition, % at 8 µM; SaOS-2 split-luciferase Mdm2/MdmX complementation, luminescence; actives 3% (n = 330,000); O15151+Q00987;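 active = inhibition of at least 50% at 8 µM in the primary screen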
# tim23-1 inh: growth inhibitors of tim23-1 mutant yeast. S. cerevisiae tim23-1 growth, BacTiter-Glo luminescence, 24 h. inhibition, % at 20 µM. actives 1.3% (n = 330,000). AID 463212;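 active = growth inhibition of the mutant yeast at or above 50%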;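 note: temperature-sensitive mutant grown at 25 °C; plate controls were DMSO-treated mutant yeast for no effect and medium wells lacking yeast for full effect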
# APJ agonist: agonists of human APJ apelin receptor; actives 0.11% (n = 330,000); activation, % at 20 µM; P35414; AID 2520; CHO-K1 APJ PathHunter beta-arrestin, luminescence; 0% DMSO wells, 100% apelin;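 active = activation more than six SD over the plate average, tested at 20 µM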;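 note: 0% = DMSO alone and 100% = apelin-13 at 10 nM; some results filed as inactive read as strong as hits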
#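 Assay system: CHO-K1 APJ beta-arrestin complementation cell line / Compound: single test compound dose, 20 µM final, 1% DMSO / Times: overnight seeding, 90 min compound at 25 °C, 1 h detection / Technique: beta-gal luminescence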
# XBP1 UPR activ: activators of adaptive arm of unfolded protein response (XBP1); actives 0.33% (n = 330,000); activation, % at 20 µM; CHO-XBP1 luciferase reporter, IRE1-XBP1 UPR activation, luminescence; percent of tunicamycin response, DMSO as zero;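 active = versus positive control, 20 µM dose yields 30% or more activation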;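 note: 100% = tunicamycin at 10 µg/mL and 0% = DMSO only wells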
#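 Material: IRE1-XBP1 luciferase reporter CHO line / Quantity: one thousand reporter cells per well / Buffer or medium: F12 with 10% serum / Compound: 20 µM single concentration, DMSO 1% / Times: 6 h treatment, 37 °C / Detection: Steady-Glo luciferase glow luminescence, 10 min after reagent addition / Benchmarks: tunicamycin high, DMSO low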
# CHOP UPR activ: apoptotic UPR (CHOP) activation | CHO-CHOP luciferase reporter, luminescence; percent of tunicamycin response over DMSO baseline | activation, % at 10 µM | actives 0.34% (n = 330,000) | AID 449763;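 active = at 10 µM dose, activation of 40% or more, normalized to positive control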;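 note: 100% = tunicamycin at 10 µg/mL and 0% = DMSO alone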
#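 Test system: CHO-CHOP cells, stable luciferase reporter of PERK-eIF2a-CHOP signalling | Quantity: 500 CHO-CHOP cells per well | Buffer or medium: F12 plus 10% serum | Compound dosing: 10 µM single point, 0.5% DMSO | Schedule: 6 h compound treatment, 37 °C | Signal: Luciferase luminescence | Control set: Tunicamycin high control, DMSO low control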
# CXCR6 inh: blocks human CXCR6 beta-arrestin recruitment; O00574; CHO-K1 PathHunter CXCR6 beta-arrestin, luminescence; inhibition, % at 20 µM; actives 0.36% (n = 360,000); in the data active = inhibition above about 34%, passing the limit was not always enough;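 note: antagonist mode with CXCL16 agonist at 10 nM final; 0% = 10 nM CXCL16 with DMSO and 100% = unstimulated wells without agonist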
# Target sequence (O00574 whole entry, looked up): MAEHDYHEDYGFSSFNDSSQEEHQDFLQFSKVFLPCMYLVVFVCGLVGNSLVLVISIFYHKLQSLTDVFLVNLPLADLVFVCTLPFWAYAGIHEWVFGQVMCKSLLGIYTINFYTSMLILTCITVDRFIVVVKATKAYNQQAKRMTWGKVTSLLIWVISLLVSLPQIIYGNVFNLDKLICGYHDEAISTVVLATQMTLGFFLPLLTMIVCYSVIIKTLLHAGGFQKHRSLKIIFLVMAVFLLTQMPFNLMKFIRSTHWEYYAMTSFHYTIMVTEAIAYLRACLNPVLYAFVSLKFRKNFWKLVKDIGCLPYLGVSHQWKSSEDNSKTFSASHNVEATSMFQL
# Active calls of the source: *; x = no result given. An excerpt; count on the stated rates, not on these rows.
# Preview (10 entries):
# Results follow in this order: TIM10 inh	APJ antag	tim10-1 inh	Mdm2-MdmX inh	tim23-1 inh	APJ agonist	XBP1 UPR activ	CHOP UPR activ	CXCR6 inh
- CCC(c1nnnn1Cc1cccs1)N1CCN(c2nc3ccccc3s2)CC1 (stereo not drawn)
    31	3	33	10	-21	-1	-1	1.9	-2
- COc1ccc(/C=N/Nc2ccc(C(=O)O)cc2)cc1Br
    -14	-22	-31	-104	1	2	-9	-6.6	-7
- COc1cc(OC)c(C(=O)NC23CC4CC(CC(C4)C2)C3)cc1OC
    6	-4	-7	4	26	-4	-3	1.5	-7
- CC1=NN(c2nc3ccccc3s2)C(O)(C(F)(F)F)C1 (stereo not drawn)
    12	-4	26	17	34	2	-1	0.0	4
- C(=N/N1CCN(c2ccccc2)CC1)/c1ccncc1
    11	-15	-6	11	8	-3	-1	0.9	-1
- Cc1cccc(N(C(=O)c2csnn2)C(C(=O)NC(C)(C)C)c2cccnc2)c1 (stereo not drawn)
    2	8	3	7	8	-1	-2	-0.8	14
- Cc1cc(NC(=O)COC(=O)CCNS(=O)(=O)c2ccccc2)n(-c2ccccc2)n1
    4	-6	13	-7	-9	-2	3	-1.9	2
- CCCCNC(=O)N(O)C1N(/N=C/c2ccccc2OC)C(=S)SC1(C)C (stereo not drawn)
    18	18	2	1	-6	-4	-2	0.7	4
- COc1ccc(C(=O)NCC(=O)N2CCN(c3ccc(F)cc3)CC2)cc1
    -1	12	0	17	7	2	0	0.7	-4
- Cc1cc(C)n(C(=O)CNC(=O)c2ccc(Cl)cc2Cl)n1
    13	-1	17	2	28	-3	-3	7.2	-4

# The whole of this part, previewed entries included:
# Results follow in this order: TIM10 inh	APJ antag	tim10-1 inh	Mdm2-MdmX inh	tim23-1 inh	APJ agonist	XBP1 UPR activ	CHOP UPR activ	CXCR6 inh
- CCC(c1nnnn1Cc1cccs1)N1CCN(c2nc3ccccc3s2)CC1 (stereo not drawn)
    31	3	33	10	-21	-1	-1	1.9	-2
- COc1ccc(/C=N/Nc2ccc(C(=O)O)cc2)cc1Br
    -14	-22	-31	-104	1	2	-9	-6.6	-7
- COc1cc(OC)c(C(=O)NC23CC4CC(CC(C4)C2)C3)cc1OC
    6	-4	-7	4	26	-4	-3	1.5	-7
- CC1=NN(c2nc3ccccc3s2)C(O)(C(F)(F)F)C1 (stereo not drawn)
    12	-4	26	17	34	2	-1	0.0	4
- C(=N/N1CCN(c2ccccc2)CC1)/c1ccncc1
    11	-15	-6	11	8	-3	-1	0.9	-1
- Cc1cccc(N(C(=O)c2csnn2)C(C(=O)NC(C)(C)C)c2cccnc2)c1 (stereo not drawn)
    2	8	3	7	8	-1	-2	-0.8	14
- Cc1cc(NC(=O)COC(=O)CCNS(=O)(=O)c2ccccc2)n(-c2ccccc2)n1
    4	-6	13	-7	-9	-2	3	-1.9	2
- CCCCNC(=O)N(O)C1N(/N=C/c2ccccc2OC)C(=S)SC1(C)C (stereo not drawn)
    18	18	2	1	-6	-4	-2	0.7	4
- COc1ccc(C(=O)NCC(=O)N2CCN(c3ccc(F)cc3)CC2)cc1
    -1	12	0	17	7	2	0	0.7	-4
- Cc1cc(C)n(C(=O)CNC(=O)c2ccc(Cl)cc2Cl)n1
    13	-1	17	2	28	-3	-3	7.2	-4
- CN(C)c1ccc(/C=N/NC(=O)C2CC2c2ccccc2)cc1 (stereo not drawn)
    27	-3	6	11	47	-3	-1	0.7	3
- O=C(/C=C/c1cccc([N+](=O)[O-])c1)NCCSCc1ccc(Cl)cc1
    25	1	45*	26	28	-3	-3	-1.7	-9
- Cc1ccc(NC(=O)COc2coc(CN3CCN(Cc4ccccc4)CC3)cc2=O)cc1
    9	8	10	10	17	-2	2	-0.5	6
- O=C(O)Cc1ccc(NC(=S)NCc2ccco2)cc1
    6	-1	4	-3	5	-2	-1	1.0	-12
- C=CCOn1c(=O)c(-c2ccc(F)cc2)[n+]([O-])c2ccccc21
    11	-35	14	15	3	-2	-2	0.0	0
- COc1cc(OC)cc(-c2c(C#Cc3ccsc3)c3cc(-c4ccc(OC)c(F)c4)ccc3n2C)c1
    7	-11	-6	8	1	-3	-4	-2.5	-7
- CCN(CC)S(=O)(=O)c1ccccc1/C=N\O
    -3	1	-13	20	-1	0	-5	-4.7	7
- O=C(CSc1nnc2ccc(-c3ccc(F)cc3)nn12)N1CCOCC1
    -4	-5	2	-11	10	-5	-2	-1.3	5
- CCN(CC)c1ccc(NC(=O)CCNS(=O)(=O)c2ccc3c(c2)CCC(=O)N3)c(C)c1
    -11	-29	7	3	-13	-2	-2	-1.6	-4
- COc1ccccc1C(=O)OCC(=O)NC(=O)NC1CCCC1
    -1	3	6	-8	7	-2	-3	1.2	1
- CC(C)[C@H](NC(=O)C1(c2ccccc2)CCN(C(=O)OC(C)(C)C)CC1)C(=O)O
    6	-11	10	8	14	0	-3	-3.0	-1
- CC(=O)CC[C@@H](C)O[C@@H]1OC(C)[C@H](O)CC1O (stereo partly drawn)
    -2	10	-12	-39	13	10	1	-1.0	3
- Cc1nn(Cc2ccc(Cl)cc2)c(C)c1NC(=O)C1CC=CCC1C(=O)O (stereo not drawn)
    -1	50*	7	17	-6	-2	0	0.6	-1
- COc1ccc(Nc2nc(N)nc(CN3CCc4ccccc4C3)n2)cc1
    -15	10	-3	32	-3	-2	2	0.5	-12
- COc1cccc(Oc2cn[nH]c2-c2ccc(OCC(=O)NN)cc2O)c1
    -8	-1	30	-1	22	0	7	0.7	-6
- COc1ccc(OC(=O)c2cc3cc(Cl)ccc3oc2=O)cc1
    8	13	5	-18	-4	-3	-2	-1.7	-2
- COc1ccc2oc(C(=O)OCC(=O)NCC3CCCO3)c(C)c2c1 (stereo not drawn)
    -7	13	-8	0	5	-5	0	1.2	-9
- COc1ccc(C2CC(=O)N3C(=C2C#N)SCC3(O)c2ccccc2)cc1 (stereo not drawn)
    30	-1	31	20	39	-4	1	0.2	0
- Cc1nnc(N/N=C/C2CC=CCC2)[nH]c1=O (stereo not drawn)
    -3	8	13	13	3	-3	-3	-2.2	-5
- CCc1ccccc1NC(=O)CSc1nnc([C@@H](NC(=O)OC(C)(C)C)C(C)C)o1
    13	11	24	0	11	-4	2	0.1	-5
- COCCN(Cc1cc2cc(C)c(C)cc2nc1Cl)C(=O)N1CCOCC1
    8	3	7	22	20	-1	-5	-3.3	-6
- Cc1nn2c(NCc3ccccn3)cc(C(C)(C)C)nc2c1-c1ccccc1
    56*	-17	62*	62*	58*	-6	0	0.0	-4
- Cc1nnc(NC(=O)C2CCCN(c3ncccn3)C2)s1 (stereo not drawn)
    -8	-8	2	-6	23	2	0	-1.8	-5
- CN(Cc1ccccc1)c1ccc(N2C(=O)CCCC2=O)cc1[N+](=O)[O-]
    4	17	16	-2	12	-2	-1	-1.8	12
- COc1cc(OC)cc(-c2c(-c3ccc(F)cc3)c3cc(Br)ccc3n2C)c1
    1	23	12	9	10	-1	-3	0.1	5
- COC(=O)c1sccc1S(=O)(=O)Nc1ccc(N2CCCCC2)cc1
    -3	-10	2	-5	8	-2	-4	0.8	-5
- O=C(COCc1cc(-c2ccco2)on1)NC1CCCCC1
    10	-5	-16	-1	13	12	2	-0.3	-4
- Cc1ccc(C(=O)n2nnc3ccccc32)cc1
    11	8	14	10	40	0	-2	0.9	x
- COc1ccc(/C=C/C(=O)OCC(=O)Nc2ccc(Cl)cn2)cc1
    -22	-2	-16	19	-14	-3	-6	-1.5	-5
- CN(CC(=O)Nc1ccccc1Cl)C(=O)Cn1cc(C(F)(F)F)cc(Cl)c1=O
    -9	17	-6	-7	6	1	-3	1.4	9
- Clc1ccc(CSc2nnc(-c3c[nH]c4ccccc34)o2)cc1
    12	6	4	17	4	-2	-1	2.5	-4
- COc1ccc2nc(Nc3nc(C)c(C(C)=O)s3)sc2c1
    28	28	18	-56	19	-9	8	7.8	34
- CCOc1ccc(/C=C2\CCc3ccccc3C2=O)cc1
    20	19	24	-23	17	-2	-8	-3.1	4
- O=C1CC(c2ccc3c(c2)OCO3)c2cc3c(cc2N1)OCO3 (stereo not drawn)
    2	-4	25	16	18	0	-5	1.8	-1
- COc1ccc(NC(=O)CSc2nc(SC)ns2)c(OC)c1
    -4	-1	-3	-63	17	-4	0	1.4	1
- N#Cc1c(/N=C/N2CCOCC2)sc2c1CCCCC2
    -7	-3	-11	-204	15	-2	2	2.5	-2
- CCOC(=O)c1sc(NC(=O)C2CC2)nc1C
    38	-3	47*	-22	48	1	0	0.4	-6
- O=C(COC(=O)c1ccc(S(=O)(=O)N2CCOCC2)cc1)Nc1ccccc1OC(F)F
    -4	0	-8	-2	1	-3	-3	1.3	0
- COc1cccc(N2CC(C(=O)Nc3ccc(F)cc3)CC2=O)c1 (stereo not drawn)
    -10	6	-8	17	-5	-5	-4	1.1	2
- Oc1ccc(-c2cn3c(n2)SCC3)cc1O
    -9	-4	11	4	-12	1	0	52*	-5
- CC(C)C[C@@H](CN(N=O)[C@@H](Cc1ccccc1)CN(C)N=O)N(CCc1ccccc1)N=O
    2	-3	13	30	4	-3	-5	-2.1	2
- Cc1cc(C)cc(NC(=O)Nc2ccc(-n3ccc(C(F)(F)F)n3)cc2)c1
    2	8	20	37	26	1	-1	3.0	-14
- COc1ccc(NC(=O)c2cccc(N3C(=O)c4cccc([N+](=O)[O-])c4C3=O)c2)cc1
    -8	3	14	31	7	1	-2	1.6	2
- CCn1c(-c2ccc(OC)c(OC)c2)n[nH]c1=S
    -2	-8	-9	17	-4	4	-2	-2.7	1
- COc1cc(NC(=O)c2ccccc2)c(OC)cc1NC(C)=O
    3	-5	9	5	7	-1	3	0.1	-10
- CC(C)NC(=O)c1ccc(-c2cccc(C(F)(F)F)c2)o1
    5	-1	13	12	2	-6	7	-2.4	3
- O=C(Nc1cc(N2CCOCC2)ncn1)Nc1cccc2ccccc12
    25	-3	13	-7	22	5	5	2.2	-7
- CCN(Cc1cc2cccc(C)c2[nH]c1=O)C(=O)c1ccccc1OC
    -7	-7	2	18	0	4	-3	2.3	-1
- Nc1nonc1-n1nnc(C(=O)N/N=C/c2cccc(O)c2)c1CN1CCCC1
    -4	4	-9	17	-6	-1	-4	1.1	-6
- O=C(Nc1ccccn1)C1CCN(S(=O)(=O)c2ccc3c(c2)OCCO3)CC1
    20	12	20	16	21	-3	0	3.4	2
